Screening results: PubChem BioAssay, several laboratories
TNAP inh noacc: inhibitors of human TNAP without phosphate acceptor | inhibition, % at 20 µM | P05186 | purified TNAP, CDP-star luminescence, 30 min | hit rate 0.26% among 200,000;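 active = tissue-nonspecific alkaline phosphatase inhibition above about 50% at 20 µM in the single-dose screen, limit read from the data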;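 note: 0% = DMSO negative control and 100% = EDTA positive control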
Target sequence (P05186 whole entry, looked up): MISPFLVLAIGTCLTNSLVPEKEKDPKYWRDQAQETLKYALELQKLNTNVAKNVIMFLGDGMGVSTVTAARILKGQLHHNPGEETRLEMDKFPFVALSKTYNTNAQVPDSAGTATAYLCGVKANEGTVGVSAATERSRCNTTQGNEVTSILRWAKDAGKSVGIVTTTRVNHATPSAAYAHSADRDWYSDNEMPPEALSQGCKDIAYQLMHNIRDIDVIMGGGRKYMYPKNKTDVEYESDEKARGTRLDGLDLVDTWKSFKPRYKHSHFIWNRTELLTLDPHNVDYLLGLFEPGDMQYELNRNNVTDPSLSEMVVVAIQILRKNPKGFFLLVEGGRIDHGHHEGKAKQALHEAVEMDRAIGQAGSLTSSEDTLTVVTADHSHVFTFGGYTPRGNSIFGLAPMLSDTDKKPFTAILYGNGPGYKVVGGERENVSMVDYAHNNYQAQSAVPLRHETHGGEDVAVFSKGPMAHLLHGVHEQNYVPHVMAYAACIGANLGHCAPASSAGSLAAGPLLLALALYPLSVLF
bIAP inh: blocks bovine intestinal alkaline phosphatase activity. 190,000 tested, under 10 active. purified bovine IAP, CDP-star luminescence, 30 min. AID 1019. inhibition, % at 20 µM;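 active = over 50% inhibition of intestinal alkaline phosphatase at 20 µM in the single-dose screen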
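Assay system – bovine IAP enzyme · Quantity – bovine IAP at 1/65,000,000 final dilution · Detection – CDP-star luminescence signal · Times – 30 min reaction at room temperature · Also added – CDP-star substrate at 30 µM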
PMI act: increases human mannose-6-phosphate isomerase activity. activation factor at 20 µM. P34949. hit rate 0.005% among 190,000. purified human PMI, coupled resazurin fluorescence, 20 min; stronger effect = higher value; 1 = vehicle control, 0 substrate-free wells;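 active = activation factor of 2 or more at 20 µM, relative to plate controls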
Target sequence (P34949 whole entry, looked up): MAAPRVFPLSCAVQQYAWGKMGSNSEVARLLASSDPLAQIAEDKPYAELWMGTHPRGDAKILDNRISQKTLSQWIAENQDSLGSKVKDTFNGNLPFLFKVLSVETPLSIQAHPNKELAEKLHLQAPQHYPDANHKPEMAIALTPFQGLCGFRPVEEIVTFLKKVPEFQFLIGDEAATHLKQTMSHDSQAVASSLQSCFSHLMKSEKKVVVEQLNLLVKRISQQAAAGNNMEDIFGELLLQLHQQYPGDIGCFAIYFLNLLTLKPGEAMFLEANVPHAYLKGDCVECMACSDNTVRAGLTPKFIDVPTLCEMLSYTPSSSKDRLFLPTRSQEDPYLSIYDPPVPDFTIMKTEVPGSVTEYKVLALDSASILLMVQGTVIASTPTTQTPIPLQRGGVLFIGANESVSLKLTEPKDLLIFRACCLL
bIAP act: increases bovine intestinal alkaline phosphatase activity; hit rate 0.17% among 200,000; activation factor at 20 µM; purified bovine IAP, CDP-star luminescence, 30 min; stronger effect = higher value; fold of DMSO-control signal, blank-subtracted;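 active = activation factor of 2 or more at 20 µM, a signal rise over negative controls twice the positive control's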
Lmaj promast: inhibitors of Leishmania major promastigote growth. Leishmania major promastigotes, resazurin fluorescence viability. inhibition, % at 10 µM. hit rate 9% among 200,000. AID 1063; in the data active = inhibition above about 50%;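 note: promastigotes grown with compound for 44 hours at 28 °C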
Diaphorase act: diaphorase activation or chemical reduction counter-screen. hit rate 0.005% among 190,000. activation factor at 20 µM. Diaphorase/resazurin coupled assay, resorufin fluorescence, 16 min; stronger effect = higher value; 1 = vehicle wells, 0 = NADH-free wells;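 active = diaphorase activity raised at least twofold by the compound at 20 µM; inactive = activation factor below 2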
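Material: Purified diaphorase enzyme from Clostridium kluyveri | Buffer or medium: 50 mM HEPES pH 7.4 with 4.542 mM MgCl2, 0.005% Tween 20 | Times: 16 min enzyme reaction, ambient temperature | Signal: Red resorufin fluorescence at 544/590 nm excitation/emission | Measure: Increased resorufin signal from activators or reducing compounds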
PMI act hi M6P: PMI (human) activation, high substrate; coupled PMI enzyme assay, resazurin fluorescence, 20 min; stronger effect = higher value; 1 = untreated enzyme, 0 = substrate-free blank; activation factor at 20 µM; hit rate 0.34% among 190,000; AID 1216;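 active = activation factor of 2 or more at 20 µM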
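test system = human PMI in coupled enzyme assay | medium = HEPES-buffered pH 7.4 with magnesium and detergent | also added = 1.0 mM mannose-6-phosphate substrate with 0.22 mM NADP+ | compound = 20 µM single dose | times = 20 min incubation at room temperature | measured by = resorufin fluorescence (Ex 544/Em 590 nm) from resazurin via diaphorase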
Diaph inh CS: diaphorase inhibition or chemical oxidation counter-screen | diaphorase resazurin-to-resorufin fluorescence, NADH, 16 min; bacterial (C. kluyveri) enzyme, not human | inhibition, % at 20 µM | hit rate 0.69% among 190,000 | AID 1217;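 active = primary screen inhibition at 20 µM above a set limit, cut at about 50% in these data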;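 note: plate controls were DMSO with full reaction for no effect and wells lacking NADH for full effect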
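Benchmarks: positive control wells lacking NADH, neutral wells with DMSO only. System: bacterial diaphorase enzyme (C. kluyveri). Input: 0.14 U/mL diaphorase, enzyme working solution. Detection: resorufin fluorescence, excitation 544 nm, emission 590 nm. Times: 16-min room-temperature incubation before reading.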
TNAP act hi DEA: increases human TNAP activity under high phosphate acceptor concentration; purified TNAP, CDP-star luminescence, 1 M DEA, 30 min; stronger effect = higher value; 0 = EDTA background, 1 = DMSO-only activity; activation factor at 20 µM; 200,000 tested, under 10 active; AID 1136;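 active = activation factor at least 2 at 20 µM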
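Assay system: human TNAP; Input: enzyme diluted 1/800 final; Reagent: CDP-star luminogenic substrate at 100 µM final; Timing: 30 min, room temperature; Signal: luminescence; Evaluation: TNAP activation factor scaled between EDTA and DMSO control wells.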
TNAP inh hiacc: inhibitors of human TNAP at high phosphate acceptor concentration. P05186. purified TNAP, CDP-star luminescence, 1 M DEA. inhibition, % at 20 µM. hit rate 0.03% among 200,000;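 active = over 50% inhibition of tissue-nonspecific alkaline phosphatase at 20 µM in the single-dose screen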;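 note: plate controls were DMSO wells for no effect and EDTA-quenched wells as full inhibition for full effect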
Starred values were filed as active, the others as inactive; · = no result given.

SMILES | TNAP inh noacc | bIAP inh | PMI act | bIAP act | Lmaj promast | Diaphorase act | PMI act hi M6P | Diaph inh CS | TNAP act hi DEA | TNAP inh hiacc
CN1CCN(CCCNC(=O)c2cn(C)c3ccc(S(=O)(=O)N(C)C)cc3c2=O)CC1 | 15.1 | -3.2 | 1 | 1 | 7.2 | 1.1 | 1 | -9.9 | 1.1 | -7.2
CC(C)CN(CC(C)C)CC(O)COc1ccccc1Br (stereo unspecified) | -4.2 | -26.4 | 1 | 1.3 | 5.2 | 0.8 | 1 | 21.0 | 1 | -1.7
CN1CCN(C(=O)c2cc3nc(-c4ccccc4)cc(-c4ccccc4)n3n2)CC1 | -4.7 | 4.1 | 1 | 1 | 95.4* | 1.1 | 1.1 | -7.6 | 1.1 | -7.3
CC(=O)C(Cl)C(=O)Nc1ccccc1 (stereo unspecified) | -8.6 | 0.4 | 1.3 | 1 | 3.0 | 1.1 | 1.2 | -5.8 | 1 | -1.8
O=C(COc1cccc(Cl)c1)NNC(=S)Nc1ccccc1 | -31.5 | 4.4 | 0.8 | 1 | 1.4 | 0.9 | 0.9 | 10.8 | 1 | 0.4
COC(=O)C(CC(=O)c1ccc(Cl)cc1)c1ccc(C(C)C)cc1 (stereo unspecified) | -11.9 | 13.7 | 0.8 | 0.9 | -6.2 | 0.8 | 0.8 | 15.6 | 1 | 3.9
CCOC(=O)C1=C(c2ccccc2)NC(SC)=C(C#N)C1c1cccnc1 (stereo unspecified) | -3.5 | 7.0 | 1 | 0.9 | 38.9 | 0.9 | 1 | 5.1 | 1 | -0.3
c1ccc(Oc2cccc(NC3=NCCC3)c2)cc1 | -4.0 | -11.6 | 1.1 | 1.1 | 9.3 | 0.9 | 1 | 7.8 | 1 | 0.7
Cn1c(SCC(N)=O)nnc1C1CCN(C(=O)NC2CCCCC2)CC1 | 1.6 | 6.3 | 1.1 | 0.9 | -6.9 | 0.9 | 1 | 10.7 | 1.1 | -5.4
CCCN1CNc2c(c(=O)[nH]c(=S)n2-c2ccccc2Cl)C1 | 21.9 | -3.6 | 0.9 | 1 | 2.3 | 0.9 | 0.9 | 9.0 | 1 | 2.1
CCCCN1C(=O)N(C)C2C1N(C)C(=O)N2CCCC (stereo unspecified) | -6.9 | 2.3 | 0.9 | 1 | -8.2 | 0.9 | 0.9 | 13.4 | 1 | 0.1
Oc1ccccc1NCC(O)Cn1ccc2ccccc21 (stereo unspecified) | -16.6 | -15.3 | 0.7 | 1.2 | 39.8 | 0.7 | 0.4 | 25.2 | 1.1 | -5.5
C/[N+]([O-])=C1\Cc2ccccc2C1=O | -9.0 | -3.9 | 1.1 | 1 | -1.7 | 1 | 1 | -1.2 | 1.1 | -5.2
CCOc1ccccc1NC(=O)CCS(=O)(=O)c1cccc2nonc12 | -10.4 | 25.0 | 1 | 0.8 | -3.6 | 0.9 | 1 | 7.5 | 1 | -3.8
Cc1cccc2nc(C(F)(F)F)nc(=O)n12 | -8.4 | 0.2 | 1 | 1 | -5.9 | 1.1 | 1 | -10.3 | 1 | -4.5
CC(C)C(C)NC(=O)CSc1nnc(-c2c[nH]c3ccccc23)o1 (stereo unspecified) | -16.5 | 0.4 | 1 | 1 | -2.2 | 0.9 | 1 | 6.1 | 1 | -3.7
COc1ccc(-c2ccc(C#N)c(SCC(=O)NCCc3ccccc3)n2)cc1OC | -9.3 | 7.2 | 1 | 0.9 | -3.5 | 0.9 | 1 | 14.3 | 1 | -1.2
Cc1nn(-c2ccccc2)c(C)c1/C=N/NC(=O)c1cc(C(C)(C)C)[nH]n1 | -10.2 | -23.8 | 0.9 | 1.2 | 7.7 | 1 | 0.9 | -4.9 | 1 | -4.1
Clc1ccc2c(c1)C1OCCC1C(c1ccco1)N2 (stereo unspecified) | -7.5 | 14.9 | 1.2 | 0.9 | 3.9 | 0.9 | 1.3 | 8.5 | 1 | 0.3
CC(=NCCCn1ccnc1)c1c(C)[nH]n(-c2ccc([N+](=O)[O-])cc2)c1=O | -3.0 | -1.9 | 1 | 1 | 19.9 | 1.1 | 1 | -9.3 | 1.1 | -7.8
CCCCNC(=O)N1CCN(Cc2ccc(F)cc2)CC1 | -3.8 | -20.6 | 0.9 | 1.2 | 0.3 | 1 | 0.9 | -1.7 | 1 | -4.2
CCc1ccc2c(c1)C1(NN=C(c3cccc4ccccc34)S1)C(=O)N2 (stereo unspecified) | 30.9 | 2.2 | 1.1 | 1 | 98.9* | 0.9 | 0.8 | 6.9 | 0.8 | 20.2
COc1ccccc1NC(=S)N1CCCC1 | -12.2 | 19.6 | 1.1 | 0.8 | -3.2 | 1 | 1.1 | 0.4 | 1 | -1.5
O=C(NCc1ccc(F)cc1)Nc1cccc([N+](=O)[O-])c1 | -9.6 | -6.3 | 0.9 | 1.1 | -4.9 | 0.8 | 1 | 19.1 | 1.1 | -6.7
CC(=O)N1c2ccc(Cl)cc2C2C=CCC2C1c1cccc2ccccc12 (stereo unspecified) | 1.0 | · | 0.8 | 0.4 | 22.3 | 0.8 | 0.8 | 15.8 | 1 | -2.3

Given with values under each structure: part of the list above.
Below each compound – TNAP inh noacc | bIAP inh | PMI act | bIAP act | Lmaj promast | Diaphorase act | PMI act hi M6P | Diaph inh CS | TNAP act hi DEA | TNAP inh hiacc
Clc1ccc2c(c1)C1OCCC1C(c1ccco1)N2 (stereo unspecified)
  -7.5 | 14.9 | 1.2 | 0.9 | 3.9 | 0.9 | 1.3 | 8.5 | 1 | 0.3
Cn1c(SCC(N)=O)nnc1C1CCN(C(=O)NC2CCCCC2)CC1
  1.6 | 6.3 | 1.1 | 0.9 | -6.9 | 0.9 | 1 | 10.7 | 1.1 | -5.4
COC(=O)C(CC(=O)c1ccc(Cl)cc1)c1ccc(C(C)C)cc1 (stereo unspecified)
  -11.9 | 13.7 | 0.8 | 0.9 | -6.2 | 0.8 | 0.8 | 15.6 | 1 | 3.9

Next section.
SMILES | TNAP inh noacc | bIAP inh | PMI act | bIAP act | Lmaj promast | Diaphorase act | PMI act hi M6P | Diaph inh CS | TNAP act hi DEA | TNAP inh hiacc
CCCOc1ccc(N2C(=O)CC(N3CCOCC3)C2=O)cc1 (stereo unspecified) | -1.0 | -3.7 | 1 | 1 | 0.7 | 1 | 1 | 3.7 | 1 | -2.9
CCO[C@@H]1OC(C(=O)N2CCCCCCC2)=C[C@H](c2cn(C(C)=O)c3ccccc23)[C@H]1CCCO | -4.1 | 2.2 | 0.9 | 1 | 15.3 | 0.7 | 0.9 | 32.6 | 1 | -2.2
O=C(Nc1ccc(Cl)cc1)N1CCN(c2ccccc2)CC1 | -10.8 | 6.2 | 1 | 0.9 | 6.4 | 0.8 | 1 | 15.6 | 1 | -4.8
Cc1cc(C(=O)NC2CCCCC2)c(C)n1-c1ccc(F)cc1 | 3.2 | 37.5 | 0.9 | 0.6 | 3.7 | 0.9 | 0.9 | 10.4 | 1 | -1.2
CCc1c(C)[nH]c(=S)c(C#N)c1C | -9.2 | 13.4 | 1.1 | 0.9 | -6.2 | 0.8 | 1.9 | 15.5 | 1 | -2.3
CC(C)n1c(O)c(N=NC(=O)C2COc3ccccc3O2)c2ccccc21 (stereo unspecified) | -2.9 | 3.8 | 0.9 | 1 | 10.2 | 0.9 | 0.9 | 12.3 | 1 | -3.8
COc1ccccc1Nc1nc(N)nc(CSc2nccn2C)n1 | -1.7 | -2.6 | 1 | 1 | 5.7 | 1 | 1.1 | 2.9 | 1 | 0.9
CCC(C)c1ccc2oc(-c3ccc(NC(=O)c4ncn[nH]4)cc3)nc2c1 (stereo unspecified) | -24.0 | -2.0 | 1.1 | 1 | 64.6* | 1.2 | 1 | -15.9 | 1 | -2.3
O=C(CCCC(=O)OCC(Cl)=C(Cl)Cl)Nc1ccccc1F | 0.7 | 8.5 | 0.9 | 0.9 | -5.9 | 0.9 | 1 | 10.3 | 0.9 | 5.5
c1ccc(CCNc2c3c(nc4ncnn24)CCC3)cc1 | -3.8 | 7.4 | 0.9 | 0.9 | -3.9 | 0.9 | 0.9 | 10.5 | 1 | -3.8
C=CCn1c(COc2cccc(C)c2)nnc1SCC(=O)NC(=O)NCc1ccco1 | 5.3 | 8.4 | 1 | 0.9 | -5.6 | 0.9 | 1.2 | 8.6 | 1 | 0.7
O=C(Nc1cccnc1)c1cc2cc(Br)ccc2oc1=O | -9.4 | -6.2 | 1 | 1.1 | 0.7 | 0.5 | 1.1 | 47.9 | 1 | -1.6
Nc1nc(NC(=O)c2ccco2)nn1-c1ccccc1 | -17.8 | 7.5 | 0.9 | 0.9 | -6.5 | 0.7 | 0.7 | 26.0 | 1.1 | -7.5
CC(=O)N1CCN(c2ccc([N+](=O)[O-])c(-n3nc(C)cc3C)c2)CC1 | -7.8 | 3.2 | 1 | 1 | -7.7 | 0.9 | 1 | 10.7 | 0.9 | 5.7
Cc1ccc(C)c2[nH]c(=O)c(CN(Cc3ccco3)C(=O)Nc3ccccc3)cc12 | -5.6 | -3.3 | 0.9 | 1 | 13.1 | 0.8 | 0.9 | 19.1 | 1 | -3.6
Cc1ccc(C2C=C(c3ccccc3OC(F)F)Nc3ncnn32)cc1 (stereo unspecified) | -5.1 | 7.2 | 1.4 | 0.9 | -3.9 | 0.9 | 1.7 | 9.5 | 1 | -3.3
O=C(CN1CCN(c2ccc(F)cc2)CC1)Nc1ccc(-n2cnnn2)cc1 | -4.5 | -5.2 | 1 | 1.1 | 3.4 | 0.9 | 1 | 5.4 | 1 | 2.2
CCCn1cc(NC(=O)C2CC(c3cccc(Br)c3)=NO2)cn1 (stereo unspecified) | -8.2 | 0.6 | 1 | 1 | -1.1 | 1 | 1.1 | -3.4 | 1 | -3.5
CCOC(=O)c1oc2nc(CC(C)C)c3c(c2c1N)CCC3 | -6.9 | -2.5 | 1 | 1 | 5.7 | 0.9 | 1 | 10.6 | 1 | -4.5
CN(C)CCOc1cccc(Cl)c1 | -8.0 | 11.7 | 1.1 | 0.9 | -6.0 | 0.9 | 1.1 | 5.5 | 1 | 0.5
Cc1ccc(C23CC4CC(CC(CC(=O)N5CCOCC5)(C4)C2)C3)cc1 | 0.6 | 1.8 | 1 | 1 | 14.2 | 1 | 1 | -3.7 | 1 | -3.5
COc1cccc(CC2(CO)CCCN(Cc3cnn(-c4ccccc4)c3)C2)c1 (stereo unspecified) | -8.0 | -10.5 | 1 | 1.1 | 90.0* | 1.2 | 1.1 | -16.9 | 1 | -4.3
O=C(NCc1cccnc1)NC(C(F)(F)F)C(F)(F)F | -4.1 | 1.6 | 1 | 1 | 1.1 | 0.9 | 1 | 12.7 | 1 | -4.4
S=C(Cc1cccnc1)N1CCOCC1 | -14.3 | 4.6 | 0.7 | 1 | 42.2 | 0.9 | 0.9 | 14.6 | 1 | 1.0
